High-throughput results deposited in PubChem BioAssay by National Center for Advancing Translational Sciences (NCATS).
RXFP1 ag – activates the human relaxin receptor RXFP1; AID 2676; HEK293T-RXFP1 cAMP TR-FRET, 30 min; response scale: percent of porcine relaxin response, buffer zero; Q9HBX9; Potency, µM (top dose mostly 57.5 µM), for the others: at the top dose activation, usual class: activators; hit rate 0.3% among 370,000; also: potency is read from the fitted curve at half-maximal effect; % is scaled to controls: 0 for no effect and ±100 for the full control effect; nearly all actives have a fitted effect of over 60% in size; many of its hits are not listed in these tables
Target sequence (Q9HBX9 whole entry, looked up): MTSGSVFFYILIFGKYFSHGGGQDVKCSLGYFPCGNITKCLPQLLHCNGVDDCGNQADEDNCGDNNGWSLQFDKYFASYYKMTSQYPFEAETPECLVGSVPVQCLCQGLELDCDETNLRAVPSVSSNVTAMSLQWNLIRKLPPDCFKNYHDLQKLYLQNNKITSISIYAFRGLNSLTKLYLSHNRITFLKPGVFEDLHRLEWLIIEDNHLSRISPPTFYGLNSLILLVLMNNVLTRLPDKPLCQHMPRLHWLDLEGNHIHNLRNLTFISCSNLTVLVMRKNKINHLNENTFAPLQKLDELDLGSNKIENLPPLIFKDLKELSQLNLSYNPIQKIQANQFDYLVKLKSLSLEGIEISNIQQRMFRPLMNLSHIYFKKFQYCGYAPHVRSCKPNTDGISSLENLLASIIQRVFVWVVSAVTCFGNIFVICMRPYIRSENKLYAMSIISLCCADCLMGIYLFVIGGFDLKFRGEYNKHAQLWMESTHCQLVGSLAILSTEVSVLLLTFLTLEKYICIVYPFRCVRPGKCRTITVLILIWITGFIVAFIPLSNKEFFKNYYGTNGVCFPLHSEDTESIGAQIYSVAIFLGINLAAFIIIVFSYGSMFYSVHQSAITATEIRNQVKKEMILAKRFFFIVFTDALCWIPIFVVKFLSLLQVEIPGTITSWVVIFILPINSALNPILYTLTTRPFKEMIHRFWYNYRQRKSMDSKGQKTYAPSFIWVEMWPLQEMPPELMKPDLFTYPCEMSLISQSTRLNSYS
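cAMP rise read by TR-FRET after 30 min, 37C compound exposure (up to 58 uM) in RXFP1-transfected HEK293 cells with Ro 20174 present. EC50 from Hill-equation fits, with 29 nM porcine relaxin as 100% and buffer as basal.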
D1 antag – antagonists of human D1 dopamine receptor; P21728; HEK293 TREx D1 cells, calcium flux, dopamine EC80; stronger effect = lower value; activity change, negative = inhibition, % at 10 µM; hit rate 3.2% among 360,000; AID 504652; in the data active = activity change below about -30%; also: % is scaled to controls: 0 for no effect and ±100 for the full control effect
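Inducible Hek293 Trex D1 cells (tetracycline, overnight, 30 C). Calcium dye 30–90 min RT. Antagonist mode: EC80 dopamine added after 180 s compound read.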
D1 PAM – enhances dopamine response at the human D1 receptor; P21728; HEK293 TREx D1 cells, calcium flux, dopamine EC20 potentiation; potentiation, % at 10 µM; hit rate 0.036% among 360,000; AID 504651; in the data active = potentiation above about 30%; also: 0% is about no effect
RXFP1 antag – antagonists of human relaxin receptor RXFP1. HEK293-RXFP1, relaxin-stimulated cAMP HTRF, 30 min; stronger effect = lower value. hit rate 0.59% among 350,000. activity change, negative = inhibition, % at 57.5 µM. Q9HBX9;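 active = activity change of -60% or lower, but not beyond a set lower limit; inconclusive = change between -60% and -40%, or beyond the set limit; inactive = change above -40%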; also: % is scaled to controls: 0 for no effect and ±100 for the full control effect
D2 PAM – D2 dopamine receptor (human) potentiation; P14416; hit rate 0.34% among 340,000; potentiation, % at 10 µM; HEK293 T-REx D2, calcium flux, EC20 dopamine potentiation;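 active = potentiation over 3 SD above the plate norm, cut at about 30% in these data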; also: 0% is about no effect
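Primary screen. Calcium kinetics in induced HEK293 T-REx D2 cells: compound pre-addition 180 s, EC20 dopamine, 180 s more.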
D1 agonist – agonists of human D1 dopamine receptor. HEK293 T-REx D1 cells, calcium flux, agonist mode. activation, % at 2 µM. hit rate 1% among 360,000. AID 504660; in the data active = activation above about 30%; also: 0% is about no effect
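Tetracycline-induced HEK293 TREx D1 cells, force-coupled to calcium signalling, were dye-loaded with a no-wash calcium kit. Compound was pin-added after a 10 s baseline. Fluorescence was read kinetically at 1 cycle/s for 180 s, with calcium rises flagged as agonism.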
TRHR ag – agonists of human TRH receptor; P34981; activation, % at 2 µM; AID 493084; hit rate 0.18% among 360,000; TRHR cells, calcium flux fluo-8, FDSS agonist mode; in the data active = activation above about 30%; also: 0% is about no effect
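Read-out: compound-evoked intracellular calcium rise in TRHR cells, fluo-8 dye, kinetic FDSS fluorescence at 1 s/cycle following a 10-cycle baseline. Cells cultured overnight before dye loading (30 min–1.5 h, RT).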
Anesthetic bind – candidate novel general anesthetic via apoferritin binding; apoferritin/1-aminoanthracene competitive binding, fluorescence; Potency, µM (series often up to 77.5 µM), without a hit: top-dose activity change, negative = displacement, usual class: inhibitors; hit rate 0.074% among 350,000; AID 485281; also: potency is read from the fitted curve at half-maximal effect; % is scaled to controls: 0 for no effect and ±100 for the full control effect; nearly all actives have a fitted effect of over 20% in size
Target sequence (P02791 2-175 limits assumed): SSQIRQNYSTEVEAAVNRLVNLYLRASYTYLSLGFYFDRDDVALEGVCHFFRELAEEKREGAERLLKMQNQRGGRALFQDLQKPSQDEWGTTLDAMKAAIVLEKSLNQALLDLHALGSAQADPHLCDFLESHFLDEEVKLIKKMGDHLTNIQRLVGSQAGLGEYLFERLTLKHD
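Probe: 1-aminoanthracene (50% saturated, PBS). Protein: horse-spleen apoferritin, 10 uM. Incubation: 10 min, room temperature. Detection: 380 nm excitation, 535 nm emission. Analysis: normalized response, four-parameter Hill.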
TRHR enhancer – allosterically enhances the human TRH receptor; TRHR cells, fluo-8 calcium fluorescence, EC20 TRH enhancement; enhancement, % at 2 µM; hit rate 0.66% among 360,000; AID 493056; in the data active = enhancement above about 30%; also: 0% is about no effect
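Enhancer read-out: after compound pinning and an initial kinetic agonist-mode read, an EC20 of TRH (10 nM final) was injected and fluo-8 calcium signal (Ex 480/Em 530) followed at 1 s/cycle for 100 cycles in TRHR-expressing cells.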
Starred values were filed as active, the others as inactive; u = inconclusive; x = not tested or not shown; & = joins results of further samples; [ ] = remark or other dose. Unless noted, calls follow the shape of the dose curve; as a rule, active = well fitted curve in the direction sought with a large enough effect; inconclusive = small, poorly fitted or top-dose-only effect, or another doubt; inactive = no such curve, though single readings can be large; an effect the other way counts as inactive or inconclusive. Some of the compounds tested; the hit share may differ from the screen's.

SMILES	RXFP1 ag	D1 antag	D1 PAM	RXFP1 antag	D2 PAM	D1 agonist	TRHR ag	Anesthetic bind	TRHR enhancer
CNC(=O)c1c(Cl)cnn1-c1ccc(C)cc1	-0.1%	2	-7	-14	8	2	-0.1	1%	-2
CC(c1ccccn1)N(Cc1ccco1)C(=S)Nc1cccc(F)c1 (stereo not given)	1.3%	15	-15	-2	7	2	0.3	-18%	4
Cc1ccc(C(=O)N2CCCCC2)cc1S(=O)(=O)N1CCCCCC1	0.0%	16	-8	2	1	3	-0.2	-8%	-2
CN(C)/C=N/c1c(C#N)cnn1-c1ccccc1	1.4%	4	-3	5	-10	0	-1.0	-8%	8
COc1ccc(N(CC(=O)N2CCN(Cc3ccccc3)CC2)S(C)(=O)=O)cc1OC	-1.0%	29	-2	5	-26	4	0.2	-7%	-5
Cc1ccc(S(=O)(=O)N(C)C)cc1NC(=O)COC(=O)/C(=C/c1ccc(F)cc1)c1cccs1	0.6%	-12	-5	-6	x	5	0.0	-9%	1
CCOc1ccccc1Nc1nc(N)nc(CSc2nccc(C)n2)n1	0.3%	6	-3	-5	-2	2	-0.9	-1%	7
COc1cc(NC(=O)COc2ccccc2[N+](=O)[O-])ccc1NC(=O)c1cccs1	-0.4%	1	-2	-9	1	0	-1.0	-9%	-3
O=S(=O)(/N=C(/Nc1cccc2ccccc12)c1ccccc1)c1ccc(F)cc1	1.4%	6	3	7	x	4	-0.5	-20%	3
O=C(CSc1nnc2ccccn12)c1ccc2c(c1)OCCO2	0.2%	8	8	-1	-5	4	0.1	-3%	0
COc1ccc(-c2cc(C(=O)N3CCN(c4cccc(C)c4C)CC3)c3ccccc3n2)cc1OC	5.5%	1	-3	-16	4	3	0.5	x	1
O=C1OC(C(=O)Nc2ccccc2)Cc2ccccc21 (stereo not given)	-1.8%	-12	-7	4	-2	4	0.2	u	-2
O=C(COC(=O)c1cccc(O)c1)c1ccccc1	0.5%	-3	-4	-23	-8	2	0.0	x	8
Cc1ccccc1CSCCC(=O)NCCC1=CCCCC1	-1.2%	2	1	-16	-10	4	0.3	-6%	0
CC1CCCC(C(=O)O)N1C(=O)CCSC(=O)c1ccccc1 (stereo not given)	0.6%	-9	4	-13	-5	2	0.9	-8%	3
CCC(C)NC(=O)CC(NS(=O)(=O)c1ccc(C)cc1)c1ccc(OC)cc1 (stereo not given)	2.9%	4	-3	-4	-8	3	-0.7	-9%	-3
CCOC(=O)c1ccccc1NC(=O)c1nn(-c2ccc(C)cc2)c(=O)n(C)c1=O	3.4%	9	-1	1	-8	5	-0.7	23%	-7
O/N=C/c1ccc(OCC(O)COc2ccc(/C=N/O)cc2)cc1	-0.8%	-19	1	-6	-5	2	-0.2	-4%	-8
CC(C(=O)Nc1cccnc1)N1C(=O)C2C3C=CC(C3)C2C1=O (stereo not given)	-0.2%	-1	-1	-11	-1	1	1.3	-5%	0
Cc1cccc(-c2cc3nc(C)c(C)c(NCCCn4ccnc4)n3n2)c1	7.6%	0	-10	-98*	-15	1	0.5	-4%	-2

(next part)
SMILES	RXFP1 ag	D1 antag	D1 PAM	RXFP1 antag	D2 PAM	D1 agonist	TRHR ag	Anesthetic bind	TRHR enhancer
CCc1ccc(NC(=O)CSc2nc3ncccc3[nH]2)cc1	-0.1%	-18	0	9	4	0	-0.6	-6%	14
COc1cc(OC)c(OC)cc1/C=N/Nc1ncnc2c1[nH]c1ccc(C)cc12	0.0%	-13	-10	-26	-11	1	-0.8	8%	2
Cc1c(Cl)cccc1NC(=O)CCS(=O)(=O)c1ccc2c(c1)CC(=O)N2C	-0.1%	-6	-5	x	8	1	0.1	-8%	1
O=C1COc2ccc(S(=O)(=O)NCCc3ccc(Cl)cc3)cc2N1	0.3%	3	-2	-10	10	0	0.4	-16%	3
COc1ccccc1COCC(O)CN1CCN(S(=O)(=O)c2cccc(F)c2)CC1 (stereo not given)	0.4%	-13	-4	1	6	4	-1.3	x	3
O=C(C1CCCN(S(=O)(=O)c2cccc3nonc23)C1)N1CCN(c2cccc(C(F)(F)F)c2)CC1 (stereo not given)	0.9%	-12	-3	x	5	5	-0.4	u	-1
COc1cccc(Nc2ccc3cc(S(=O)(=O)N4CCC(C)CC4)ccc3n2)c1	0.7%	-23	-6	-6	2	2	0.6	332%[activator]	-2
Cc1cccc(Cc2nnc(CCC(=O)N3CCCC(CN4CCOCC4)C3)o2)c1 (stereo not given)	-0.7%	-1	-2	-1	18	0	0.9	-7%	6
COC(=O)c1cc(C)nc2c1c(=O)nc(SCc1ccccc1Cl)n2C1CC1	9.6%	0	0	u	12	0	-0.8	u	-7
Nc1ccc(-c2nc3ccc(N)cc3s2)cc1	29%	4	3	10	6	0	-0.4	990%[activator]	2
C=C1CCC2C(C)(C)[C@H](O)CC[C@@]2(C)[C@@H]1COc1cc(=O)oc2ccccc12 (stereo not given in full)	4.0%	4	2	x	10	-1	-0.4	-24%	2
CCOC(=O)c1cc(-c2ccc(Cl)cc2)nc2c1c(C)nn2CCC#N	4.9%	-13	-6	-4	2	7	2.1	-14%	2
Cc1ccccc1-n1cc(CNC(=O)C2CCC(=O)N(C3CC3)C2)cn1 (stereo not given)	0.5%	-27	4	3	-4	1	0.4	-6%	4
COc1ccccc1CCC(=O)Nc1cc(S(=O)(=O)N2CCCCC2)ccc1N1CCN(C)CC1	2.2%	3	-6	-5	-1	14	2.2	x	-8
Cc1cc2oc(=O)cc(CN3CCC(C)CC3)c2cc1C	-0.5%	-14	1	3	-5	0	0.3	0%	-5
Cc1ccc(C)c(N2CCN(C(=O)c3nn(C)c4c3CS(=O)(=O)c3ccccc3-4)CC2)c1	0.0%&-0.8%	2&9	0&-3	-1&-14	-1&-3	2&-1	0.2&-0.2	0%&2%	0&-4
CC(C)[C@@]1(c2ccccc2)ON(c2ccccc2C(F)(F)F)C1=O	0.8%	x	-2	x	-20	1	-0.7	x	0
CCc1ccc(NC(=O)Cn2c(=O)n(-c3cc(C)cc(C)c3)c(=O)c3oc4ccccc4c32)cc1	4.7%	5	-1	6	2	0	0.5	0%	0
Cc1ccc(NC(=O)C2c3ccccc3Oc3ccccc32)nc1	0.0%	3	-6	10	-1	3	-1.1	-16%	0
Cc1ccc(C)c(NC(=O)CCc2nnc3ccc(N4CCCCC4)nn23)c1	10%	16	-4	10	6	1	-0.8	-3%	1

New compounds follow
SMILES	RXFP1 ag	D1 antag	D1 PAM	RXFP1 antag	D2 PAM	D1 agonist	TRHR ag	Anesthetic bind	TRHR enhancer
O=C(Nc1ccc(C(=O)O)cc1)/C(=C\C=C\c1ccccc1)NC(=O)c1cccc(Br)c1	0.2%	7	-2	-33	-5	16	0.1	u	1
O=C(CSc1nc2ccccc2[nH]1)c1ccco1	2.2%	13	8	9	19	3	-0.1	u	1
Cc1cc(C)c2nc(-c3ccccn3)cc(C(=O)NCc3cc(C)n(C)n3)c2c1	7.8%	-7	4	-16	-13	2	-1.5	-19%	6
Cc1ccc(N=C2S/C(=C/c3cccc(OCC(=O)O)c3)C(=O)N2C)cc1C	-0.9%	-26	3	-34	-1	3	-0.5	-1%	-1
CC(C)(C)c1ccc(C(=O)CSc2nc3ccccc3c(=O)[nH]2)cc1	20%	x	-2	-13	x	1	-0.4	-9%	0
O=C(Nc1nnc(SCc2cccc(F)c2)s1)c1ccco1	1.4%	-8	9	-4	2	2	-0.1	-10%	3
C=C(C)CSC1=C(C#N)C(c2ccsc2)CC(=O)N1 (stereo not given)	4.1%	-39*	1	14	-3	5	-0.8	8%	-5
O=C(c1ccc2nc(N3CCOCC3)sc2c1)N1CCN(c2ccc(Cl)cc2)CC1	1.2%	-22	-1	32	-6	4	0.2	-11%	-1
Cc1nn(CC(=O)N(C)C2(C#N)CCCCC2)c(C)c1[N+](=O)[O-]	-0.1%	2	-1	4	-12	0	-0.1	x	-6
COc1ccc([C@]23Cc4cc(OC)c(OC)cc4C(O2)C2=C(CC4(CCCCC4)OC2=O)O3)cc1	-0.4%[11.5 µM]	9	-4	x	x	1	-0.4	-22%[15.3 µM]	-5
CC1CN(Cc2ccccc2)c2nc3c(c(=O)n(C)c(=O)n3C)n2C1 (stereo not given)	-1.0%	5	-3	-5	12	5	-2.1	-18%	14
O=C1c2ccccc2S(=O)(=O)N1Cc1c(F)cccc1Cl	0.6%	-1	-5	-5	x	3	1.0	-1%	14
COc1ccc(C(C)C)cc1S(=O)(=O)N1CCC(C(=O)NCC2CCCO2)CC1 (stereo not given)	3.0%	11	13	1	11	3	0.2	-4%	2
O=C(NCc1ccccc1)C1=C[C@@H](C2CC2)C[C@@H](OCc2ccc(CO)cc2)O1	6.6%	-15	-4	x	0	-4	-0.5	-21%	0
CN1C(=S)SC(/[N+]([O-])=C\c2ccccc2)C1(C)C (stereo not given)	-0.9%	-6	-2	7	-7	2	-0.1	-1%	2
COc1ccc(OC)c(-c2nn(-c3ccccc3)cc2C(=O)NCC(c2ccco2)N2CCCC2)c1 (stereo not given)	2.2%	-24	-10	0	-20	2	0.4	x	2
O=C(NC1CCCC1)c1cnn(-c2ccc(F)cc2F)c1C1CCNCC1	-2.4%	3	-6	x	-1	2	-2.3	4%	14
COC(=O)C1=CO[C@@H](O[C@@H]2O[C@H](CO)[C@@H](O)[C@H](O)[C@H]2O)[C@H]2[C@@H]1C(=O)C[C@@H]2C	1.0%	9	-1	x	-5	1	-0.1	x	-3
CCCCCNC(=O)CN(c1ccc2c(c1)OCO2)S(C)(=O)=O	1.3%	3	-1	12	11	2	-0.5	-7%	5
CC1CCN(S(=O)(=O)c2ccc(NC(=O)CN3CCCCCC3)cc2)CC1	0.3%	-2	-6	-29	x	5	0.2	-16%	12
O=C(CCNC(=O)c1ccco1)Nc1ccc(OC(F)F)c(Cl)c1	-0.6%	-31*	-8	3	x	2	-0.1	2%	-6
CC(=O)Nc1cc2c(cc1C(C)=O)OCCO2	0.6%	-10	3	-13	1	2	1.0	11%	-1

Whole records, looked up by structure. Values in the order: RXFP1 ag, D1 antag, D1 PAM, RXFP1 antag, D2 PAM, D1 agonist, TRHR ag, Anesthetic bind, TRHR enhancer
Results for `COC(=O)C1=CO[C@@H](O[C@@H]2O[C@H](CO)[C@@H](O)[C@H](O)[C@H]2O)[C@H]2[C@@H]1C(=O)C[C@@H]2C` = 1.0%, 9, -1, x, -5, 1, -0.1, x, -3
Results for `COc1ccc(OC)c(-c2nn(-c3ccccc3)cc2C(=O)NCC(c2ccco2)N2CCCC2)c1` (stereo not given) = 2.2%, -24, -10, 0, -20, 2, 0.4, x, 2
